# Screening data deposited in PubChem by National Center for Advancing Translational Sciences (NCATS).
# ERK AVP inh = blocks ERK signaling stimulated by vasopressin; HEK293-V1b, vasopressin-stimulated pERK AlphaScreen; Potency, µM (titrated, usually from 57.5 µM), for inactives: at the top dose activity, negative = inhibition, usual class: inhibitors; 72,000 compounds, 0.99% hits; AID 995; further: potency means the concentration at half of the fitted maximal effect; on the % scale 0 is the no-effect control and ±100 the full control effect; nearly all actives have a fitted effect of over 55% in size
#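 HEK293 cells stably expressing V1b receptor, seeded overnight in 1% FBS, were treated with compounds for 30 min at 37C, then stimulated 5 min with 25 nM vasopressin; phospho-ERK read by AlphaScreen SureFire after lysis.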
# HEK293 cAMP ctrl = raises cAMP in parental HEK293 cells, TSHR agonist counter-screen; parental HEK293 CNG cAMP sensor, membrane potential fluorescence; 73,000 compounds, 2.5% hits; Potency, µM (highest dose often 57.1 µM), for inactives: top-dose activation, most hits filed as activators; further: potency means the concentration at half of the fitted maximal effect; % of control where 0% means no effect; nearly all actives have a fitted effect of over 55% in size
#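 Counterscreen for endogenous-receptor signalling: CNG-channel HEK 293 cells report cAMP rise by membrane depolarization. After 60 min dye equilibration with 100 uM RO 20-1724, compounds incubated 30 min before bottom-read fluorescence at 590 nm.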
# Texas Red fluor = Texas Red region autofluorescence. 59,000 compounds, 0.06% hits. max dye-equivalent concentration, M. Compound fluorescence, Texas Red channel, 547/618 nm; hits give high values. AID 587; in the data active means max dye-equivalent concentration above about 10 nM; inconclusive means between about 1.1 nM and that limit
#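 Compound fluorescence was read after 15 min at room temperature in 100 mM Tris, pH 8.0, using 547 nm excitation and 618 nm emission across a concentration series. It was expressed as Texas Red dye-equivalent concentration from an on-plate standard curve.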
# Luciferase inh = inhibitors of firefly luciferase; P08659; purified firefly luciferase, luminescence, 8 min; Potency, µM (titrated, usually from 57.1 µM), inactives show top-dose activity change, negative = inhibition, actives largely listed as inhibitors; 72,000 compounds, 2.2% hits; AID 411; further: potency means the concentration at half of the fitted maximal effect; on the % scale 0 is the no-effect control and ±100 the full control effect; nearly all actives have a fitted effect of over 40% in size
#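 qHTS concentration-response profiling: light output of P. pyralis luciferase with luciferin and 10 uM ATP, imidazole buffer pH 7.2. Read by luminescence after 8-min room-temperature incubation.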
# Casp7 inh = blocks human caspase-7 allosterically or competitively; P55210; recombinant caspase-7, Ac-DEVD-AFC fluorescence rate; Potency, µM (highest dose often 57.5 µM), inactives show top-dose activity change, negative = inhibition, usual class: inhibitors; 75,000 compounds, 0.02% hits; AID 889; active means well fitted inhibition curve with a large enough effect in the main read-out, with a control signal flat, not every such curve was filed as active; inconclusive means small, poorly fitted or top-dose-only effect, or a change in a side signal; further: potency means the concentration at half of the fitted maximal effect; % of control where 0% means no effect
# A350 autofl = compound fluoresces in the Alexa 350 spectral region; Compound autofluorescence, 340/450 nm, Alexa 350 dye-equivalents; hits give high values; max dye-equivalent concentration, M; 59,000 compounds, 11% hits; AID 590; in the data active means max dye-equivalent concentration above about 10 nM; inconclusive means mostly about 1.1 nM to 9.6 nM
# Caspase-1 inhib = blocks human caspase-1 allosterically or competitively | P29466 | Caspase-1 enzyme, Ac-WEHD-AFC fluorogenic rate | Potency, µM (highest dose often 57.5 µM), inactives show at the highest dose activity change, negative = inhibition, usual class: inhibitors | 75,000 compounds, 0.03% hits | AID 900;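 further: potency means the concentration at half of the fitted maximal effect; plate controls were vehicle for no effect and no substrate for full effect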
# Target sequence (P29466 120-297 limits assumed): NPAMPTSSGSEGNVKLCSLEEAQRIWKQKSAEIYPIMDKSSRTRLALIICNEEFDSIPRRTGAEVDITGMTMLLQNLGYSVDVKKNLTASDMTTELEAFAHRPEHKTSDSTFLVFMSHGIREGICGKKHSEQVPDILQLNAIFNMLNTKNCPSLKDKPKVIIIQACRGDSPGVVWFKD
# Target sequence (P29466 317-404 limits assumed): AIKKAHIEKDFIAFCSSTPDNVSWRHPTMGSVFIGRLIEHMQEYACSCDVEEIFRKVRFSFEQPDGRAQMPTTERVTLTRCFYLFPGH
# Rhodamine fluor = compound autofluorescence in rhodamine spectral region | max dye-equivalent concentration, M | Rhodamine-region fluorescence, 547/598 nm, Tris buffer; hits give high values | 59,000 compounds, 0.05% hits; in the data active means max dye-equivalent concentration above about 11 nM; inconclusive means between about 1.1 nM and that limit
#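 Compound fluorescence in 100 mM Tris, pH 8.0, read after 15 min at room temperature with 547 nm excitation and 598 nm emission. Output is dye-equivalent concentration from an on-plate rhodamine standard series.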
# 4-MU autofl = compound fluoresces in the 4-MU spectral region; compound autofluorescence, 340/450 nm, 4-MU equivalents; hits give high values; max dye-equivalent concentration, M; 59,000 compounds, 11% hits; AID 589; in the data active means max dye-equivalent concentration above about 10 nM; inconclusive means mostly about 1.1 nM to 9.6 nM
#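 Intrinsic fluorescence at 340/450 nm (ex/em) was read after 15 min at room temperature in pH 8.0, 100 mM Tris. Each compound concentration expressed as 4-MU-equivalent concentration from a six-point 4-MU standard series on each plate.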
# Fluorescein autfl = compound fluoresces in the fluorescein spectral region; 59,000 compounds, 0.91% hits; AID 593; Compound autofluorescence, 480/540 nm, fluorescein-equivalent; hits give high values; max fluorescein-equivalent concentration, M; in the data active means max fluorescein-equivalent concentration above about 10 nM; inconclusive means between about 1.1 nM and that limit
#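 Fluorescein stocks ranging 3 mM down to 300 nM, plus DMSO blanks, were pinned alongside compounds to build a per-plate standard curve. Buffer: 100 mM Tris, pH 8.0. Incubation 15 min, room temperature; filters 480/540 nm.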
# Tau filament bind = binders of human tau filaments; recombinant tau filaments, thioflavin S fluorescence, 15 h; filaments grown with octadecylsulfate alongside compound; P10636; 71,000 compounds, 2% hits; Potency, µM (series often up to 57.1 µM), inactives show top-dose activity change, negative = inhibition;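 further: potency means the concentration at half of the fitted maximal effect; on the % scale 0 is the no-effect control and ±100 the full control effect; actives lower thioflavin S fluorescence by blocking filaments or displacing dye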
# Target sequence (P10636 whole entry, looked up): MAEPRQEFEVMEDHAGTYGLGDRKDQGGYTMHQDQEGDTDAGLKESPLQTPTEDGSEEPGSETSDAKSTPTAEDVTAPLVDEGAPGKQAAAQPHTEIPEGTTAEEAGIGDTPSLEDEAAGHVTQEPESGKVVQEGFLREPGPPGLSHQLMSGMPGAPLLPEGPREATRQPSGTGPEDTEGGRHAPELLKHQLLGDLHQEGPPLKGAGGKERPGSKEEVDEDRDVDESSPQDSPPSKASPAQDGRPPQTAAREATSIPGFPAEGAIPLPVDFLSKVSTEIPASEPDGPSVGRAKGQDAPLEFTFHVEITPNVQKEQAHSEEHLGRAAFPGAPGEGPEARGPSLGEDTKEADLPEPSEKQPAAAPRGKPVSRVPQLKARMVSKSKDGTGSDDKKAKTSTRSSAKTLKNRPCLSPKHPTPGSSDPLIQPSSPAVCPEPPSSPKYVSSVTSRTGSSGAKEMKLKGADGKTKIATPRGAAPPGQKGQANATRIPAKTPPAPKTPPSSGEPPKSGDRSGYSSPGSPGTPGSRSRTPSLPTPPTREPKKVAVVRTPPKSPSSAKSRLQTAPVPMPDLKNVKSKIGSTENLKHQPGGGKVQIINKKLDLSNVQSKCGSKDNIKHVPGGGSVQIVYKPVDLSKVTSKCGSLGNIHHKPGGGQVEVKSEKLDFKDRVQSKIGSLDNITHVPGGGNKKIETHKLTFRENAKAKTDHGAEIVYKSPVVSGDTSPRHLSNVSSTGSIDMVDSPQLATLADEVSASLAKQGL
#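 ThS-based fibril read: tau 1 uM final, inducer ODS 30 uM final, 37 C for 15 h, ex 450/em 510 nm.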
# Numbers without * were called inactive; i = inactive; ? = inconclusive; . = not tested or not shown; [ ] = dose if it differs, or a comment. Unless noted, the call rests on the fitted dose curve; in most records, active means well fitted curve in the direction sought with a large enough effect; inconclusive means small, poorly fitted or top-dose-only effect, or another doubt; inactive means no such curve, though single readings can be large; an effect the other way counts as inactive or inconclusive. A portion of the library; rates above refer to the full screens.
canonical_smiles | Casp7 inh | Fluorescein autfl | Rhodamine fluor | Tau filament bind | Caspase-1 inhib | A350 autofl | 4-MU autofl | ERK AVP inh | Texas Red fluor | HEK293 cAMP ctrl | Luciferase inh
CC(C(=O)Nc1nc2ccccc2[nH]1)N1C(=O)C2CC=CCC2C1=O (stereo not given) | 6% | ? | i | 2% | 0% | i | i | -11% | i | -4% | 1%
CC(Sc1nc(N(C)C)nc(N2CCOCC2)n1)C(=O)Nc1ccccc1 (stereo not given) | -1% | i | i | 5% | 0% | i | i | -18% | i | -9% | 4%
COc1cccc(OCCn2cc(C(=O)c3ccco3)c3ccccc32)c1 | -4% | i | i | 12% | -3% | 1.3e-08M* | 1.6e-08M* | -2% | i | ? | -2%
CCOC(=O)c1[nH]c(C)c(C(=O)N2CCN(c3cccc(Cl)c3)CC2)c1C | -1% | i | i | 11% | 0% | i | i | 11% | i | 5% | -3%
CC1CCCC(C)N1c1nnc(N)s1 (stereo not given) | -1% | . | . | -5% | 2% | . | . | -8% | . | 10% | 2%
N#C/C(=C(/O)COC(=O)Cc1c[nH]c2ccccc12)c1nc2ccccc2[nH]1 | -8% | i | i | ? | -8% | i | i | 13% | i | ? | -14%
COC(=O)c1cc(C)sc1NC(=O)c1cccnc1 | 1% | i | i | 1% | -1% | ? | ? | -7% | ? | 22% | 0%
CCCCn1c(-c2cc(Cl)ccc2OC)n[nH]c1=S | 0% | i | i | 8% | -1% | i | i | -15% | i | ? | -1%
CC(C)NC(=O)NC(=O)COc1ncnc2sccc12 | -2% | ? | i | 14% | -1% | ? | ? | -1% | i | 1% | 1%
Fc1ccc2nc(N3CCCCC3)sc2c1 | 0% | ? | i | -1% | 0% | i | i | 20% | i | 17% | 25µM*
COc1ccc(CNC(=O)COc2ccc(S(=O)(=O)NC(C)C)cc2)cc1 | -2% | i | i | 0% | -1% | i | i | -9% | i | 4% | -1%
CCCCC(=O)Nc1ccc(C(=O)NCCCn2ccnc2)cc1 | -1% | i | i | -11% | -2% | i | i | 26% | i | 2% | -1%
Cc1ccc(S(=O)(=O)Nc2ccc(NC(=O)CN3CCCCC3)cc2)cc1 | -1% | ? | i | 2% | 0% | i | i | -9% | i | 5% | -3%
COc1cc(C(=O)NCc2nnc(SCC(=O)NCc3ccccc3)o2)cc(OC)c1OC | 1% | i | i | -10% | 2% | i | i | 37%[activator] | i | 5% | -1%
CC(OCc1ccccc1)C(NC(=O)OC(C)(C)C)C(=O)NCC1CCCO1 (stereo not given) | 0% | i | i | -8% | -3% | i | i | -10% | i | 7% | 1%
CCCOC(=O)CSc1nnc(-c2cc(OC)c(OC)c(OC)c2)o1 | -1% | . | . | 8% | -2% | . | . | -17% | . | -1% | -5%
COC(=O)c1ccc(OCC2c3cc(OC)c(OC)cc3CCN2C(=O)c2ccco2)cc1 (stereo not given) | -3% | i | i | 3% | -1% | i | i | ? | i | 28% | 4%
O=S1(=O)c2cccc3cccc(c23)N1Cc1nnc(-c2ccccc2Br)o1 | -9% | i | i | 25% | -9% | 3.7e-08M* | 4.2e-08M* | 5% | i | ? | 3%
O=C(NCc1ccccn1)c1ccc2ccccc2n1 | 3% | . | . | 11% | 0% | . | . | . | . | 2% | -5%
Nc1nc(SCC(=O)c2ccc(Br)cc2)c2[nH]cnc2n1 | 2%[11.5 µM] | ? | i | -8%[11.4 µM] | -2%[11.5 µM] | i | i | -13%[11.5 µM] | i | -3%[11.4 µM] | 3%[11.4 µM]
COc1ccc(C(=O)NCc2nnc(SCC(=O)Nc3cc(C)cc(C)c3)o2)cc1OC | -1% | i | i | -2% | 1% | i | i | 1% | i | 0% | -1%
Cc1nnc(N(C(=O)c2cnccn2)c2ccccc2)s1 | 1% | i | i | -4% | 0% | i | i | -15% | i | -2% | 4%
COC(=O)CC[C@@H](C(=O)O)N1C(=O)c2ccccc2C1=O | 0% | i | i | 2% | 1% | ? | ? | 18% | i | 2% | 2%
Cc1noc(C(=O)Nc2c(C)n(C)n(-c3ccccc3)c2=O)c1Cl | 1% | . | . | -4% | -4% | . | . | -5% | . | 6% | 0%
COc1ccc(OC)c(NC2=NC3(CCCCC3)N=C(N)N2)c1 | -1% | i | i | -14% | 0% | i | i | -13% | i | 4% | 0%
CCN1CCN(c2ncnc3c2nnn3Cc2ccccc2)CC1 | 1% | i | i | 14% | -1% | i | i | -21% | i | 4% | 0%
Clc1ccccc1-c1nn2c(COc3ccccc3)nnc2s1 | -2% | i | i | -7% | 2% | i | i | -20% | ? | ? | 1%
CCn1cc(C(=O)NCCCN(C)C)c(=O)c2cc(F)c(N3CCN(C)CC3)cc21 | . | i | i | . | . | 1.4e-08M* | 1.2e-08M* | . | i | . | 0%[25.5 µM]
C=CCc1ccc(OCC(O)CN2CCCCC2C)c(OC)c1 (stereo not given) | 1% | ? | i | -4% | 2% | i | i | 15% | i | 15% | 3%
CCOc1cc(C2NC(=O)NC(O)(C(F)(F)F)C2C(=O)c2ccccc2)ccc1OC (stereo not given) | 1% | . | . | -2%[11.4 µM] | 0% | . | . | -11% | . | -2%[11.4 µM] | 2%
Cn1ncc(C#N)c1NC(=O)c1nn2cccnc2c1Cl | 0% | ? | i | -1% | -2% | i | i | -25% | i | 4% | 0%
CC(C)CNS(=O)(=O)c1ccc(CCC(=O)N2CCOCC2)cc1 | 0% | i | i | -3% | 2% | i | i | -3% | i | 8% | 0%
CCC(C)(C(=O)NC1CCCCC1)N(C)C(=O)c1ccccn1 (stereo not given) | 0% | i | i | -1% | 3% | i | i | 16% | ? | 8% | 4%
CCOc1ccc(NC(=O)CCC(=O)n2nc(C)cc2C)cc1 | -1% | i | i | 0% | -1% | i | i | -2% | i | ? | 1%
O=C(Nc1cnn(Cc2ccc(Cl)cc2)c1)c1cnccn1 | -1% | ? | i | -27% | -2% | i | i | -19% | i | 0% | 1%
CC1CCCCN1CCNC(=O)CC1Oc2ccccc2NC1=O (stereo not given) | -2% | . | . | 14% | 0% | . | . | 4% | . | 1% | 6%
COCCCNC(=O)C(C#N)c1nc2ccccc2nc1N1CCCC1 (stereo not given) | . | 6.6e-08M* | i | . | . | 1.8e-07M* | 1.6e-07M* | . | i | . | 3%[25.5 µM]
COC(=O)NCc1cccc(CNC(=O)OC)c1 | 2% | ? | i | -5% | -1% | i | i | 17% | i | 7% | 4%
CC(C)C1Cc2c(C#N)c(N)sc(=S)c2CO1 (stereo not given) | . | 1.3e-08M* | i | . | . | 1.1e-08M* | ? | . | i | . | -2%[25.5 µM]
O=C(OCCOCCN=C1NS(=O)(=O)c2ccccc21)C1CC(=O)N(c2ccccc2)C1 (stereo not given) | 0% | . | . | -2% | -4% | . | . | 12% | . | 4% | 1%
COc1ccc(S(=O)(=O)Nc2cc(C)c(O)c(S(=O)(=O)c3ccccc3)c2)cc1 | 2% | i | i | -7% | 1% | i | i | -10% | i | -4% | -1%
CC(=O)c1cnc2cc(-c3ccccc3)nn2c1C | -2% | . | . | 28% | -2% | . | . | 2% | . | 21% | -4%
CCOC(=O)C1CCCN(Cc2nc(N)nc(Nc3ccc(C)cc3)n2)C1 (stereo not given) | -1% | i | i | -2% | 0% | i | i | -22% | i | ? | -1%
COc1ccc2c(c1)c1nnc(SCC(=O)N3C(C)CCCC3C)nc1n2C (stereo not given) | 4% | i | i | 13µM* | 3% | i | i | ? | i | -5% | -1%
CCOc1ccc(OC(=O)c2cccnc2)cc1 | 1% | i | i | 4% | 0% | i | i | 20% | i | 1% | -4%
CC(=O)OC[C@@H]1O[C@@H](O/N=C2/C[C@@H](O)[C@@H](O)[C@@H]3[C@@H]4C(=O)N(Cc5ccc6c(c5)OCO6)C(=O)[C@H]4CC[C@@H]23)[C@H](OC(C)=O)[C@H](OC(C)=O)[C@@H]1OC(C)=O | 1%[11.5 µM] | . | . | . | 2%[11.5 µM] | . | . | 42%[11.5 µM] | . | 6%[11.4 µM] | -1%[11.4 µM]
CSc1ncnc2c1ncn2[C@@H]1O[C@@H](CO)[C@H](O)O[C@@H]1O | 2%[11.5 µM] | i | i | -2%[11.4 µM] | -1%[11.5 µM] | i | i | 12%[11.5 µM] | i | -6%[11.4 µM] | 2%[11.4 µM]
COc1cccc(C2CC(c3ccc(F)cc3)Nc3nc(N)nn32)c1 (stereo not given) | -2% | . | . | -6% | -2% | . | . | -11% | . | 4% | 2%
CC(=O)O[C@H]1CC[C@@]2(C)C(=CC[C@@H]3[C@H]4CC[C@@H]([C@H](C)C(=O)O)[C@]4(C)CC[C@H]32)C1 | -1%[11.5 µM] | i | i | 8%[11.4 µM] | 0%[11.5 µM] | i | i | 0%[11.5 µM] | i | 3%[11.4 µM] | 2%[11.4 µM]
Cc1ccc(-n2c(Cc3cccn3C)nnc2SCC(=O)NCc2ccc3c(c2)OCO3)cc1 | -1% | i | i | -2% | -4% | i | i | 14% | i | 6% | -1%
Cc1cc(NC(=O)CCS(=O)(=O)c2nc(-c3ccccc3)cc(C(F)(F)F)n2)no1 | -2% | i | i | -26% | -3% | i | i | 72%[activator] | i | 8% | -1%
COc1ccc(C2C(C(=O)N3CCOCC3)c3ccccc3C(=O)N2c2ccc(OC)cc2)cc1 (stereo not given) | 0% | i | i | 9% | 1% | ? | ? | 5% | i | 14% | 4%
O=C(CN1C(=O)c2ccccc2S1(=O)=O)NC1CCCCCC1 | -1% | . | . | -1% | 1% | . | . | -6% | . | 6% | -5%
